dFosB act – mouse delta FosB homodimer activation. P13346. purified delta FosB, TAMRA-CDK5 oligo fluorescence polarization; percent of positive-control signal above neutral wells. activation, % at 25 µM. 0.99% of 340,000 active. AID 493131;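 active means mean activation above about 17%, with every replicate also reaching it, limit read from the data, passing the limit was not always enough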;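 further: fluorescence polarization rise as delta FosB binds a TAMRA Cdk5 AP-1 oligo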
PvdQ acylase – P. aeruginosa PvdQ acylase inhibition; 0.063% of 340,000 active; inhibition, % at 10 µM; AID 488965; purified PvdQ acylase, fluorescence plate reader; in the data active means inhibition above about 30%, passing the limit was not always enough;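 further: 0% = vehicle neutral wells and 100% = reference inhibitor wells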
CAL PDZ FP-1 – blocks peptide binding to human CAL PDZ domain; purified CAL PDZ, TMR-peptide fluorescence polarization, 1 h; AID 504414; inhibition, % at 20 µM; 0.02% of 330,000 active;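 active means highest replicate inhibition of at least 40%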;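 further: plate controls were DMSO neutral control wells for no effect and unlabeled competitor peptide control wells for full effect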
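System: purified tagged CAL PDZ domain construct (CerCALP). Schedule: 1 h incubation at room temperature before polarization reading. Medium: 25 mM sodium phosphate pH 7.4, 150 mM NaCl, TCEP, IgG, Thesit. Read-out: percent inhibition from loss of millipolarization. Measured by: FP readout, S and P plane fluorescence. Probe or stimulus: fluorescent TMR peptide probe.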
Rtt109 HAT inh – inhibitors of Candida albicans Rtt109/Vps75 histone acetyltransferase; purified Rtt109/Vps75, ThioGlo CoA-SH fluorescence, 4 h; inhibition, % at 34.9 µM; AID 540336; Q5AAJ8; 0.16% of 330,000 active;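 active means inhibition of at least 50% in every replicate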
Target sequence (Q5AAJ8 whole entry, looked up): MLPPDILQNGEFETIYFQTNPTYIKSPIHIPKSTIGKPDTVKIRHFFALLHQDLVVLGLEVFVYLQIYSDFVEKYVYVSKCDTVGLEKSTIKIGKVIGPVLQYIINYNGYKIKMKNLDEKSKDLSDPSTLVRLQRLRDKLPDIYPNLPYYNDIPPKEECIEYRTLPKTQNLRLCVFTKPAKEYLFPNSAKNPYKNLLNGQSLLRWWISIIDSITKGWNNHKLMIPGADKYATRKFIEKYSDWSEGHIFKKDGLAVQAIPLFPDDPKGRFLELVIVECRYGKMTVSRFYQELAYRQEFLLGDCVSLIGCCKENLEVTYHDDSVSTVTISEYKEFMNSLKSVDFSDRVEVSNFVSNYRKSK
PfHsp90 yeast 2 – growth inhibition of yeast expressing Plasmodium Hsp90 | S. cerevisiae expressing PfHsp90, BacTiter-Glo ATP, 48 h; yeast lacking PDR1 and PDR3 efflux regulators | inhibition, % at 9.4 µM | 0.32% of 310,000 active;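 active means every replicate shows inhibition above about 80%, whatever the replicate mean, limit read from the data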;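 further: 0% = DMSO neutral controls and 100% = 20 µM radicicol positive controls; yeast relying on Plasmodium falciparum Hsp90 in place of its own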
NSD2 HMT inh – NSD2 (human) methyltransferase inhibition; O96028; NSD2 peptide methylation, AlphaScreen, 120 min; inhibition, % at 12.5 µM; 0.54% of 310,000 active; AID 743445; in the data active means inhibition above about 50%
MITF act – MITF TRPM1 promoter activation in melanoma cells; SK-MEL-5 TRPM1-promoter luciferase, 24 h; % of positive control, neutral wells = 0; activation, % at 12.5 µM; 0.75% of 300,000 active;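 active means mean activation of at least 80% with every replicate also reaching 80%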;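 further: 0% = neutral control wells and 100% = parthenolide positive control wells; values of inactives mirror those of a sister screen read the other way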
SR-BI HDL uptake – mouse SR-BI HDL lipid transfer inhibition; inhibition, % at 12.5 µM; ldlA[mSR-BI] CHO cells, DiI-HDL uptake fluorescence, 3 h; 0.96% of 320,000 active; Q61009; AID 488896;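 active means mean replicate inhibition of at least 70% and a set share of replicates each scoring 70 or more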;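 further: 0% = median of neutral control wells and 100% = median of positive control wells; values of inactives mirror those of a sister screen read the other way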
Target sequence (Q61009 whole entry, looked up): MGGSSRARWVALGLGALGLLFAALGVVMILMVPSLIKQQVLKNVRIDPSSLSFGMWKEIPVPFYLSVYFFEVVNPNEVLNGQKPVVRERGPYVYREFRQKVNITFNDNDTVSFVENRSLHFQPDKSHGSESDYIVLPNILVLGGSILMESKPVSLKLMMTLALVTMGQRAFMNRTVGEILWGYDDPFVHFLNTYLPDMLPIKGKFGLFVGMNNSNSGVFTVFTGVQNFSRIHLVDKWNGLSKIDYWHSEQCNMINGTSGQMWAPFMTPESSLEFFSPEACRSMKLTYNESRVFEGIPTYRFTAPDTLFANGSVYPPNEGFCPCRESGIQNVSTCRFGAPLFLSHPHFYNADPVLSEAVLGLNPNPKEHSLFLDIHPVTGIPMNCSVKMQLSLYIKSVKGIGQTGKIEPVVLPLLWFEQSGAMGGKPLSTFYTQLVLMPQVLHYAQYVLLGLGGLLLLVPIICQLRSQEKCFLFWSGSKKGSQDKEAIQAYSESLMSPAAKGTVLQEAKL
CAL PDZ FP-2 – blocks peptide binding to the human CAL PDZ domain; Q9HD26; purified CAL PDZ, TMR-peptide fluorescence polarization, 1 h; inhibition, % at 24.9 µM; 0.92% of 300,000 active; AID 602252;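 active means mean inhibition of at least 30% with at least half of replicates also reaching 30%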;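 further: 0% = DMSO neutral control and 100% = excess unlabeled competitor peptide PRC23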
SR-BI DiI-HDL act – activators of SR-BI mediated HDL lipid uptake. CHO ldlA[mSR-BI] cells, DiI-HDL uptake fluorescence, 3 h; 100 = double the neutral-control signal. activation, % at 12.5 µM. 0.096% of 320,000 active;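 active means mean replicate activation of at least 60% and every replicate at or above 60%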;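 further: 0% = median plate neutral-control signal and 100% = twice that signal; values of inactives mirror those of a sister screen read the other way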
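System: LDL receptor-deficient CHO ldlA cells overexpressing murine SR-BI | Timing: 3 h uptake period with compound, 37 °C | Medium: HEPES-buffered (25 mM, pH 7.4) F12 plus 0.5% BSA | Dosing: Single-point compound dose | Signal: Bottom-read fluorescence, 550/595 nm | Read-out: Retained DiI signal reflecting DiI-HDL uptake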
* = called active by the depositor; / = not tested or not shown; + = active, no number. Hits appear at their usual frequency, and some 4.3% of all compounds hit somewhere here.

SMILES	dFosB act	PvdQ acylase	CAL PDZ FP-1	Rtt109 HAT inh	PfHsp90 yeast 2	NSD2 HMT inh	MITF act	SR-BI HDL uptake	CAL PDZ FP-2	SR-BI DiI-HDL act
COc1ccc(/C=C(\NC(=O)c2ccc(OC)cc2)C(=O)Nc2cccc(C(=O)O)c2)cc1	-7	-14	-3.0	4	4	2	3	-6	-5	6
CCOC(=O)CCC(=O)Nc1cc(S(=O)(=O)N2CCOCC2)ccc1N1CCCCC1	-6	-20	-0.2	-1	-2	-1	8	-21	-8	21
CC(=O)Nc1ccc(C(=O)Nc2cccc(S(=O)(=O)NC3=NCCC3)c2)cc1	-6	-12	-2.8	1	/	/	1	-4	8	4
Cc1oc2ccc(NS(=O)(=O)c3ccc(C(C)(C)C)cc3)cc2c1C(=O)Nc1ccccc1	-17	-3	0.0	-1	13	1	-9	-5	/	5
COC(=O)c1ccc(CNC(=O)c2ccc(OC)c(S(=O)(=O)NC3CCCC3)c2)cc1	-12	5	-1.4	13	-6	-3	-9	27	-4	-27
Cc1cccc(N(C(=O)CNC(=O)c2ccco2)C(C(=O)NC2CCCC2)c2cccnc2)c1C (configuration not stated)	-8	-10	-1.4	-6	13	-3	-11	/	-5	/
O=C(COC(=O)c1ccncc1)NCc1ccccc1	3	-13	-0.2	-1	11	-2	3	-24	6	24
CN(Cc1ccccc1Br)C(=O)CSc1nnnn1C1CC1	8	-13	-0.5	0	-14	-2	/	-24	-2	24
CCN(CC)C(=O)c1ccc(-c2ccccc2)cc1	-2	8	-0.6	4	-13	1	13	22	-6	-22
O=C(CSc1nnc2ccccn12)NC(=O)c1ccccc1	5	-8	-1.4	-2	3	-1	14	-14	-2	14
CC(C)OC(=O)c1cc(C(=O)c2cc(Cl)ccc2O)coc1=N	-9	-6	-4.3	-1	-22	0	-4	-5	-4	5
COc1ccc(NC(=O)NC(=O)c2cc(OCC(F)(F)F)ccc2OCC(F)(F)F)cc1	-8	-9	-0.5	-7	-23	-1	/	12	-1	-12
COc1ccccc1NC(=O)Nc1cc(F)ccc1F	-7	-6	-3.0	/	-15	-3	16	7	-2	-7
CCc1ccc([C@@H]2CC=C(C(=O)O)[C@H](c3ccc(C(C)(C)C)cc3)N2S(=O)(=O)c2ccc(C)cc2)cc1	-19	-12	-0.4	3	-22	/	-8	-9	-4	9
COc1cc(C)c(C)cc1S(=O)(=O)N1CCCCC1c1cccnc1 (configuration not stated)	-8	-27	-2.6	-4	12	0	-11	-8	2	8
O=C(CSc1nnc(-c2cccc(F)c2)o1)Nc1nncs1	-2	-8	-1.1	-1	11	-5	8	-20	1	20
COc1ccc2cc(C#N)c(N3CCN(Cc4nnnn4CCC(C)C)CC3)nc2c1	-8	4	-0.5	-16	-8	-1	-7	46	1	-46
CCOC(=O)c1c(C)[nH]c(C)c1S(=O)(=O)N1CCCCC1	-5	-15	-2.2	-2	9	15	5	-3	5	3
C/C(=N/NC(=O)CCC(=O)Nc1cccc(Cl)c1)c1ccc(C)cc1	-1	-4	-1.1	-1	9	-4	-3	4	4	-4
S=C(NCc1ccccc1)Nc1cccc2cnccc12	-2	-12	-0.2	-2	17	0	-9	9	-5	-9
Cc1cccc(-c2noc(CNS(=O)(=O)c3ccccc3)n2)c1	-10	-6	-0.7	-5	-6	2	19	-5	/	5
OCC1(Cc2ccc(F)cc2)CCCN(CCCC(F)(F)F)C1 (configuration not stated)	-5	9	-0.2	-6	0	-1	/	-5	-2	5
N#CCCN(C(=O)COC(=O)COc1ccccc1Cc1ccccc1)c1ccccc1	-15	-7	0.0	0	/	-1	12	-2	44*	2
C[N+](C)(CC#Cc1ccccc1)CC(=O)c1ccc(Cl)cc1	-10	-1	-1.8	-1	22	3	0	-8	-2	8
COc1cc(S(=O)(=O)NC2CCCCC2C)ccc1Cl (configuration not stated)	0	6	-0.8	5	/	-1	4	-9	0	9
CC(=O)Oc1ccccc1C(=O)N(C1CCCCC1)C1CCCCC1	3	-7	-0.6	-3	5	1	1	-12	-2	12
COc1ccccc1/C=C/C(=O)NCC(=O)N/N=C/c1cccnc1	-11	-5	-2.0	-6	8	-1	-6	9	-1	-9
O=C(NCc1cccs1)c1ccc(Br)o1	-3	-4	-0.3	-5	11	-4	-2	-26	-7	26
COc1ccc(S(=O)(=O)Nc2ccc3c(c2)C(=O)N([C@H](C)CO)C[C@H](C)[C@@H](CN(C)S(=O)(=O)c2ccc(F)cc2)O3)cc1	-3	-6	0.2	9	12	/	-1	20	-3	-20
CN(C)S(=O)(=O)c1ccc(NC(=O)c2cc3ccccc3o2)cc1	-17	6	-3.4	33	-1	-3	52	5	/	-5

Ordered by length of the SMILES (lowest first): eleven of the compounds above
SMILES	dFosB act	PvdQ acylase	CAL PDZ FP-1	Rtt109 HAT inh	PfHsp90 yeast 2	NSD2 HMT inh	MITF act	SR-BI HDL uptake	CAL PDZ FP-2	SR-BI DiI-HDL act
CCN(CC)C(=O)c1ccc(-c2ccccc2)cc1	-2	8	-0.6	4	-13	1	13	22	-6	-22
COc1cc(S(=O)(=O)NC2CCCCC2C)ccc1Cl (configuration not stated)	0	6	-0.8	5	/	-1	4	-9	0	9
O=C(CSc1nnc2ccccn12)NC(=O)c1ccccc1	5	-8	-1.4	-2	3	-1	14	-14	-2	14
OCC1(Cc2ccc(F)cc2)CCCN(CCCC(F)(F)F)C1 (configuration not stated)	-5	9	-0.2	-6	0	-1	/	-5	-2	5
Cc1cccc(-c2noc(CNS(=O)(=O)c3ccccc3)n2)c1	-10	-6	-0.7	-5	-6	2	19	-5	/	5
CC(C)OC(=O)c1cc(C(=O)c2cc(Cl)ccc2O)coc1=N	-9	-6	-4.3	-1	-22	0	-4	-5	-4	5
CN(C)S(=O)(=O)c1ccc(NC(=O)c2cc3ccccc3o2)cc1	-17	6	-3.4	33	-1	-3	52	5	/	-5
CCOC(=O)CCC(=O)Nc1cc(S(=O)(=O)N2CCOCC2)ccc1N1CCCCC1	-6	-20	-0.2	-1	-2	-1	8	-21	-8	21
Cc1oc2ccc(NS(=O)(=O)c3ccc(C(C)(C)C)cc3)cc2c1C(=O)Nc1ccccc1	-17	-3	0.0	-1	13	1	-9	-5	/	5
CCc1ccc([C@@H]2CC=C(C(=O)O)[C@H](c3ccc(C(C)(C)C)cc3)N2S(=O)(=O)c2ccc(C)cc2)cc1	-19	-12	-0.4	3	-22	/	-8	-9	-4	9
COc1ccc(S(=O)(=O)Nc2ccc3c(c2)C(=O)N([C@H](C)CO)C[C@H](C)[C@@H](CN(C)S(=O)(=O)c2ccc(F)cc2)O3)cc1	-3	-6	0.2	9	12	/	-1	20	-3	-20

Continued.
SMILES	dFosB act	PvdQ acylase	CAL PDZ FP-1	Rtt109 HAT inh	PfHsp90 yeast 2	NSD2 HMT inh	MITF act	SR-BI HDL uptake	CAL PDZ FP-2	SR-BI DiI-HDL act
COc1ccc(Cc2nnc(N/N=C/c3ccc(Br)cc3)[nH]c2=O)cc1OC	-1	24	0.3	-8	-10	/	11	/	3	/
CCCCC1OC23CCCCC2C(C#N)(C(=N)O3)C1(C#N)C#N (configuration not stated)	-72	-5	0.7	-167	8	4	1	-81	4	81*
O=C(NCCc1ccc2c(c1)OCCO2)c1ccc(F)cc1	2	8	-1.5	18	19	-4	17	30	-6	-30
CCOC(=O)Cn1cnc([N+](=O)[O-])n1	-1	-13	-0.1	-10	1	/	-5	2	-1	-2
Clc1ccc2nncn2n1	5	6	-1.6	/	16	0	-10	-26	-1	26
O=C1CCN(Cc2ccc(Br)cc2)CCN1CCO	5	3	0.6	4	/	/	-4	-22	3	22
OCC[C@@H]1C[C@H](O)[C@@H](O)[C@@]2(Cc3ccccc3CCO2)O1	1	3	-1.0	1	19	/	1	-29	-3	29
Cc1c(NC(=O)COC(=O)c2cc(-c3cccc4ccccc34)nc3ccccc23)c(=O)n(-c2ccccc2)n1C	-10	-7	0.0	-1	-5	-1	5	45	0	-45
CCc1ccc(N(CC(=O)NCC2CCCO2)C(=O)CCC(=O)Nc2nccs2)cc1 (configuration not stated)	-4	-1	-1.7	5	-3	-2	-9	/	1	/
COc1ccc(N=Nc2cc(OC)c(N)cc2OC)cc1	-7	-7	0.0	2	/	23	-4	44	/	-44
Cn1c(C(=O)NCCN2CCN(c3ccccc3F)CC2)cc2c(=O)n(C)c3ccccc3c21	-12	-6	-1.6	0	/	/	/	10	/	-10
NNC(=O)Cc1cn(-c2ncc(C(F)(F)F)cc2Cl)c2ccccc12	-1	-16	-0.8	3	1	-1	/	5	/	-5
Cc1ccc(S(=O)(=O)N(C)C(C)CCc2ccco2)cc1 (configuration not stated)	-4	-9	-1.0	1	-12	4	-4	-10	+	10
CC(=O)c1c(C)[nH]c(C(=O)NCc2cccc(Cl)c2)c1C	0	5	-2.5	1	3	-3	-11	35	-8	-35
CC(=O)Nc1ccc(C(=O)OCC(=O)N2CCCC2)cc1	-2	-8	-2.5	3	0	1	-1	/	-4	/
COc1ccc(OC)c(S(=O)(=O)N2CCC(C(=O)Nc3ccccc3)CC2)c1	-13	-6	-0.4	3	-6	-1	-7	4	-3	-4
O=S(=O)(Nc1cccc(S(=O)(=O)N2CCCC2)c1)c1cccs1	-2	-7	0.2	-7	13	0	4	-8	-2	8
O=C(C1CC1)N1CCC(c2nc(-c3ccc(S(=O)(=O)NCC4CCCO4)cc3)no2)CC1 (configuration not stated)	-6	-5	-3.0	2	-11	1	-26	-28	-4	28
O=C(CCS(=O)(=O)c1ccc(Br)s1)NC1CCCC1	1	0	0.0	5	/	0	/	-33	/	33
CCC(=O)Nc1sc2c(c1C(N)=O)CCN(C(C)=O)C2	-3	-5	-1.0	-1	8	/	/	-15	-7	15
CCCCn1c(N)c(Sc2ccccc2)c(=O)[nH]c1=O	-2	7	-0.3	1	-12	1	8	-10	1	10
CCN(CC(=O)Nc1c(F)cccc1F)C(=O)C1=COCCO1	2	-11	-0.8	-4	12	-1	0	-13	-3	13
COc1ccc2c(c1)[C@H]1[C@H](CO2)[C@H](c2ccccc2)[C@]2(C)C(=O)Nc3cc(F)ccc3C(=O)N12	2	-14	-1.2	-6	3	/	-6	-16	-7	16
CC1(C)Cc2ccccc2C(/C(C#N)=N/O)=N1	-3	-29	-1.0	-16	6	-2	14	-27	-1	27
CCc1ccc(OCC(=O)Nc2ccc(S(=O)(=O)N3CCOCC3)cc2)cc1	-1	-13	-3.0	-11	/	-2	-3	-12	-4	12

Screening data as filed in PubChem.
